KCNQ2 block – KCNQ2 potassium channel inhibitors, primary screen, cell-based, CHO-K1, FluxOR thallium flux, B-score (AID 2156) | 20 min; active compounds read low | B-score at 10 µM | 310,000 tested, 1.1% active;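 active means fluorescence ratio B-score at most minus 3 library SDs, with starting brightness B-score within 2 library SDs, cut at about -5.5 in these data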
Target sequence (O88943 whole entry, looked up): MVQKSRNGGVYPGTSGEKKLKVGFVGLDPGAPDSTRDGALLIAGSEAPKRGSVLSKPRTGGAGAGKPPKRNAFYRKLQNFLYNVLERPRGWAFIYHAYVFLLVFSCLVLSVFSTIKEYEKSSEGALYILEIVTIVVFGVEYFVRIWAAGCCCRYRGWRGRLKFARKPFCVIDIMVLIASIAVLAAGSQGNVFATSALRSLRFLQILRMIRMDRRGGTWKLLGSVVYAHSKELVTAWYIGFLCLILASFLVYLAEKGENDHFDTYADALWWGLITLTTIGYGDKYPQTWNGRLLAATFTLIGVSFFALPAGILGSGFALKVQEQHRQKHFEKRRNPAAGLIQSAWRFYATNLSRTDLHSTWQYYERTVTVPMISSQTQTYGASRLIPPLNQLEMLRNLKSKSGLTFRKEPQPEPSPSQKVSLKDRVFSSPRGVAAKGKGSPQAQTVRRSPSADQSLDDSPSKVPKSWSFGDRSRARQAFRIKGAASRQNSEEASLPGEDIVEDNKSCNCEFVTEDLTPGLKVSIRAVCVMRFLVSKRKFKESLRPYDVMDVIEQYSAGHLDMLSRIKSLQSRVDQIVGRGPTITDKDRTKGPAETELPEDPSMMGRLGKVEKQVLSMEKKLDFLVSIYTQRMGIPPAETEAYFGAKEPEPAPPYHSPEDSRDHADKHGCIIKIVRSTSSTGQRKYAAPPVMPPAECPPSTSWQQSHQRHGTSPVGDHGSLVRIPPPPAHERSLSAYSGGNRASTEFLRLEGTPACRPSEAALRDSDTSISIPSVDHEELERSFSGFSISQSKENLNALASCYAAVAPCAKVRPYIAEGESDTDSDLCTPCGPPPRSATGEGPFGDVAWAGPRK
CHT inh – inhibitors of human choline transporter CHT; AID 488975; 310,000 tested, 0.86% active; CHT-expressing cells, membrane potential dye, choline response; active compounds read low; B-score at 10 µM;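 active means B-score over 3 SD under the library average, and starting fluorescence ratio not unusually high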;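 further: choline stimulus applied at its EC90 after an EC20 pre-addition; B-score computed on integrated fluorescence ratio after choline addition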
Kir21 inh – Kir2.1 (mouse) channel inhibition. P35561. HEK293-Kir2.1, FluxOR thallium flux fluorescence; active compounds read low. B-score at 10 µM. 310,000 tested, 0.85% active. AID 1672;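 active means fluorescence ratio B-score at or below minus 3 SD of library scores, with starting-brightness B-score within 2 SD, cut at about -4.2 in these data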;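 further: channel flux triggered by added potassium and thallium sulfate stimulus; B-score of peak minus minimum fluorescence over baseline after thallium stimulus; more negative B-score means stronger Kir2.1 block with less thallium influx; some compounds called inactive have numbers as strong as hits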
Numbers without * were called inactive.

O=C(Nc1ccccc1)N1CCCN(Cc2c(F)cccc2Cl)CC1 was read as KCNQ2 block inactive, CHT inh inactive and Kir21 inh -0.18.
For Cc1ccc(S(=O)(=O)N(C)C)cc1NC(=O)CN1CCN(Cc2ccccc2)CC1 the results were KCNQ2 block inactive, CHT inh inactive and Kir21 inh -3.6.
Screening CCN(Cc1ccccc1)C(=O)c1cccc(S(=O)(=O)N2CCN(Cc3ccccc3)CC2)c1 returned KCNQ2 block inactive, CHT inh inactive and Kir21 inh 0.02.
Screening O=C(NCCc1ccccn1)/C(=C/c1ccco1)NC(=O)c1ccccc1 returned KCNQ2 block inactive, CHT inh inactive and Kir21 inh 2.6.
Screening C/C(CC(=O)Nc1ccccn1)=N\NC(=O)c1ccncc1 returned KCNQ2 block inactive, CHT inh inactive and Kir21 inh -0.03.
CCCOc1ccccc1C(=O)N(Cc1ccco1)C1CCS(=O)(=O)C1 (stereo unspecified) was read as KCNQ2 block inactive, CHT inh inactive and Kir21 inh 0.74.
`Cc1ccc(NC(=O)CN(C)S(=O)(=O)c2cccs2)cc1F` gave KCNQ2 block inactive, CHT inh inactive and Kir21 inh -0.15.
Cc1ccc2cc(NC(=O)c3ccccc3C)ccc2n1 was read as KCNQ2 block inactive, CHT inh inactive and Kir21 inh 0.12.
Screening CCOC(=O)C1=C(C)NC(SCC(=O)OC)=C(C#N)C1c1ccc(C(=O)OC)cc1 (stereo unspecified) returned KCNQ2 block inactive, CHT inh inactive and Kir21 inh 0.78.
For CCOC(=O)/C(C#N)=c1/s/c(=C2\C=Cc3ccccc3N2CC)c(=O)n1CC the results were KCNQ2 block inactive, CHT inh inactive and Kir21 inh 1.

Entries shown so far containing sulfur, in the order listed:
For Cc1ccc(S(=O)(=O)N(C)C)cc1NC(=O)CN1CCN(Cc2ccccc2)CC1 the results were KCNQ2 block inactive, CHT inh inactive and Kir21 inh -3.6.
Screening CCN(Cc1ccccc1)C(=O)c1cccc(S(=O)(=O)N2CCN(Cc3ccccc3)CC2)c1 returned KCNQ2 block inactive, CHT inh inactive and Kir21 inh 0.02.
CCCOc1ccccc1C(=O)N(Cc1ccco1)C1CCS(=O)(=O)C1 (stereo unspecified) was read as KCNQ2 block inactive, CHT inh inactive and Kir21 inh 0.74.
`Cc1ccc(NC(=O)CN(C)S(=O)(=O)c2cccs2)cc1F` gave KCNQ2 block inactive, CHT inh inactive and Kir21 inh -0.15.
Screening CCOC(=O)C1=C(C)NC(SCC(=O)OC)=C(C#N)C1c1ccc(C(=O)OC)cc1 (stereo unspecified) returned KCNQ2 block inactive, CHT inh inactive and Kir21 inh 0.78.
For CCOC(=O)/C(C#N)=c1/s/c(=C2\C=Cc3ccccc3N2CC)c(=O)n1CC the results were KCNQ2 block inactive, CHT inh inactive and Kir21 inh 1.

Further results:
`COc1ccccc1C(=O)N1C(CC(=O)Nc2ccccc2C)C(=O)NC2CCCCC21` (stereo unspecified) gave KCNQ2 block inactive, CHT inh inactive and Kir21 inh -0.21.
For Nc1nc(N)c2sc3nc4c(cc3c2n1)CCC4 the results were KCNQ2 block inactive, CHT inh inactive and Kir21 inh 1.2.
`COc1cc(C2=NOC(C(=O)Nc3ccc(C(C)=O)cc3)C2)cc(OC)c1OC` (stereo unspecified) gave KCNQ2 block inactive, CHT inh inactive and Kir21 inh -1.1.
Fc1ccc(C(c2nnnn2C2CCCC2)N2CCc3ccccc32)cc1 (stereo unspecified) was read as KCNQ2 block inactive, CHT inh inactive and Kir21 inh -0.24.
CCOCCCn1c(=S)[nH]c2cc(C(=O)NC3CCCC(C)C3C)ccc2c1=O (stereo unspecified) was read as KCNQ2 block inactive, CHT inh inactive and Kir21 inh 0.87.
`C/C(=N\NC(=O)c1ccccc1)c1cccc(Br)c1` gave KCNQ2 block inactive, CHT inh inactive and Kir21 inh 1.6.
For COc1cc2cc(C(c3nnnn3C(C)(C)C)N3CCC(C)CC3)c(=O)[nH]c2cc1OC (stereo unspecified) the results were KCNQ2 block inactive, CHT inh inactive and Kir21 inh -0.01.
Cc1ccc(-n2nnnc2SC(C)C(N)=O)c(C)c1 (stereo unspecified) was read as KCNQ2 block inactive, CHT inh inactive and Kir21 inh 2.
`Cn1c2ccccc2c(=O)c2c(=O)n(-c3ccccc3)c(C3CCCCC3)nc21` gave KCNQ2 block inactive, CHT inh inactive and Kir21 inh -0.59.
Screening CN1CCC(=C(c2ccc(Cl)cc2)c2ccccn2)CC1 returned KCNQ2 block inactive, CHT inh inactive and Kir21 inh -1.6.
`Cc1ccc(SC[C@H](c2ccccc2)N2CCN(CCc3ccccc3)CCC2=O)cc1` gave KCNQ2 block -6.1*, CHT inh inactive and Kir21 inh 0.07.
Cc1ccc(CCN2CC(C(=O)NCCCN3CCCCCC3)CC2=O)cc1 (stereo unspecified) was read as KCNQ2 block inactive, CHT inh inactive and Kir21 inh 0.55.
For COc1cc(C(O)P(=O)(OCCC(C)C)c2ccc(N(C)C)cc2)cc(OC)c1OC (stereo unspecified) the results were KCNQ2 block inactive, CHT inh inactive and Kir21 inh 0.
For O=C(Nc1ccccn1)c1ccc(COc2ccccc2Cl)o1 the results were KCNQ2 block inactive, CHT inh inactive and Kir21 inh -0.06.
`CCOCCCNC(=O)C(c1ccc(Cl)cc1)N(Cc1cccs1)C(=O)c1ccccn1` (stereo unspecified) gave KCNQ2 block inactive, CHT inh inactive and Kir21 inh -0.1.
CCCCC(NS(=O)(=O)c1ccc(C)cc1)C(=O)Oc1ccc2c3c(c(=O)oc2c1)CCC3 (stereo unspecified) was read as KCNQ2 block inactive, CHT inh inactive and Kir21 inh 1.9.
CCCN(CCC)Cc1cc2ccccc2c2c1COC2 was read as KCNQ2 block inactive, CHT inh inactive and Kir21 inh 0.08.
Screening C=CCc1ccccc1OCC(CN1CCCCC1)OC(C)=O (stereo unspecified) returned KCNQ2 block inactive, CHT inh inactive and Kir21 inh 1.
Screening COC(=O)C1C(=O)C2=C(CC1C)NC(=O)CC2c1ccccc1 (stereo unspecified) returned KCNQ2 block inactive, CHT inh inactive and Kir21 inh -0.95.
For CCOc1nc(-c2ccccc2)ccc1-c1noc(COC)n1 the results were KCNQ2 block inactive, CHT inh inactive and Kir21 inh -0.4.
Cc1nn(C)c(C)c1S(=O)(=O)N1CCC(C(=O)NC2CCCc3ccccc32)CC1 (stereo unspecified) was read as KCNQ2 block inactive, CHT inh inactive and Kir21 inh -1.3.
For C/C(=N\NC(=O)Cc1cccn1C)c1ccc2ccccc2c1 the results were KCNQ2 block inactive, CHT inh inactive and Kir21 inh -0.04.
`O=c1oc2cc(O)ccc2cc1-c1ccccc1` gave KCNQ2 block inactive, CHT inh inactive and Kir21 inh -0.55.
`Cc1ccc(S(=O)(=O)NC(C)C(=O)NC2CCCCCC2)cc1` (stereo unspecified) gave KCNQ2 block inactive, CHT inh inactive and Kir21 inh -2.1.
For Cn1c2c(c(=O)n(C)c1=O)CN(Cc1ccc(F)cc1)CN2 the results were KCNQ2 block inactive, CHT inh inactive and Kir21 inh -0.06.
Cc1cccc(C(=O)NCCNC(=O)c2cccc(C)c2)c1 was read as KCNQ2 block inactive, CHT inh inactive and Kir21 inh 2.
`COc1ccc(N2CCN(C(=O)CNC(=O)c3cn(-c4ccccc4OC)c(=O)c4ccccc34)CC2)cc1` gave KCNQ2 block inactive, CHT inh inactive and Kir21 inh 0.48.
`Cc1cccc(NC(=O)CN2C(=O)N/C(=C\c3ccc(-c4cccc(C(=O)O)c4)o3)C2=O)c1` gave KCNQ2 block inactive, CHT inh inactive and Kir21 inh 0.99.
For O=C(CCCC(=O)Nc1ccccc1Br)N/N=C/c1c(F)cccc1Cl the results were KCNQ2 block inactive, CHT inh inactive and Kir21 inh 1.2.
O=C1NC(c2cc3c(cc2Cl)OCO3)Oc2ccccc21 (stereo unspecified) was read as KCNQ2 block inactive, CHT inh inactive and Kir21 inh -0.27.
O=C(Nc1ccc(O)cc1)/C(=C\c1cccs1)NC(=O)c1ccccc1 was read as KCNQ2 block inactive, CHT inh inactive and Kir21 inh 0.68.
`Cc1cc(=O)oc2cc(OCC(=O)Nc3nccs3)ccc12` gave KCNQ2 block inactive, CHT inh inactive and Kir21 inh 0.66.
Cc1onc(-c2c(F)cccc2Cl)c1C(=O)OCC(=O)Nc1c(C)n(C)n(-c2ccccc2)c1=O was read as KCNQ2 block inactive, CHT inh inactive and Kir21 inh -1.1.
Screening COc1ccc(CNC(=O)c2noc3c2CCCC3)cc1 returned KCNQ2 block inactive, CHT inh inactive and Kir21 inh 0.84.
COc1ccc2oc(C(=O)OCC(=O)NCCN3C(=O)CSC3=O)c(C)c2c1 was read as KCNQ2 block inactive, CHT inh inactive and Kir21 inh 0.19.
Screening O=C(Cn1nnc2ccccc2c1=O)N[C@H](C(=O)O)c1ccccc1 returned KCNQ2 block inactive, CHT inh inactive and Kir21 inh -1.1.
COc1ccccc1NC(=O)CSc1nnnn1C was read as KCNQ2 block inactive, CHT inh inactive and Kir21 inh -1.5.
For Cc1ccc(S(=O)(=O)N2CCN(C(=O)c3c(-c4ccccc4)noc3C)CC2)cc1 the results were KCNQ2 block inactive, CHT inh inactive and Kir21 inh 0.57.
For COc1cccc(NC(=O)CN(C)C(=O)c2cc(C)on2)c1 the results were KCNQ2 block inactive, CHT inh inactive and Kir21 inh 0.08.
C=CCn1c(=O)n(CCOC)c(=O)c2sc3ccccc3c21 was read as KCNQ2 block inactive, CHT inh inactive and Kir21 inh -1.5.

Two compounds drawn at random from the list so far:
Screening O=C(Cn1nnc2ccccc2c1=O)N[C@H](C(=O)O)c1ccccc1 returned KCNQ2 block inactive, CHT inh inactive and Kir21 inh -1.1.
C=CCn1c(=O)n(CCOC)c(=O)c2sc3ccccc3c21 was read as KCNQ2 block inactive, CHT inh inactive and Kir21 inh -1.5.

Remaining list, next part:
Cc1ccnc(NS(=O)(=O)c2ccc(NC(=O)C34CC5CC(CC(C5)C3)C4)cc2)n1 was read as KCNQ2 block inactive, CHT inh inactive and Kir21 inh -1.9.
Screening O=C(COC(=O)c1ccc(Cl)nc1)Nc1c(Cl)cccc1C(F)(F)F returned KCNQ2 block inactive, CHT inh inactive and Kir21 inh -0.02.
Screening CCOC(=O)c1c(NC(=O)CSc2nc3ccccc3o2)sc(C(C)=O)c1C returned KCNQ2 block inactive, CHT inh inactive and Kir21 inh -0.89.
CC1=N/C(=C\c2ccc([N+](=O)[O-])cc2)C(=O)N1c1ccc(Br)c(C)c1 was read as KCNQ2 block inactive, CHT inh inactive and Kir21 inh 1.9.
`CCCCOc1ccc(N(CC(=O)NC2CCCCC2)C(=O)CCC(=O)Nc2ccccn2)cc1` gave KCNQ2 block inactive, CHT inh inactive and Kir21 inh -0.81.
Screening COc1ccc(NC(=O)/C=C/C(=O)O)cc1Cl returned KCNQ2 block inactive, CHT inh inactive and Kir21 inh 0.11.
Screening Cc1c(/C=N/NC(=O)C(C)(C)Oc2ccc(Cl)cc2)cnn1C returned KCNQ2 block inactive, CHT inh inactive and Kir21 inh 0.04.
For CC(c1ccccn1)N(Cc1ccco1)C(=S)Nc1cccc(F)c1 (stereo unspecified) the results were KCNQ2 block inactive, CHT inh inactive and Kir21 inh 0.98.
CNc1ccc(/C=C/C(=O)c2cccc3ccccc23)cc1[N+](=O)[O-] was read as KCNQ2 block inactive, CHT inh inactive and Kir21 inh 0.74.
O=C(COc1ccc(Cl)cc1Cl)NC(=S)N1CCCc2ccccc21 was read as KCNQ2 block inactive, CHT inh inactive and Kir21 inh 0.04.
`CCn1c(=O)c2c(cnn2C)c2ccccc21` gave KCNQ2 block inactive, CHT inh inactive and Kir21 inh -1.6.
Screening CCn1c(SC)nnc1-c1ccc(S(=O)(=O)N2CCCCC2)cc1 returned KCNQ2 block inactive, CHT inh inactive and Kir21 inh 1.4.
For CCCCn1cnc2c(cnn2-c2ccc(Cl)cc2)c1=O the results were KCNQ2 block inactive, CHT inh inactive and Kir21 inh -0.02.
Screening CN1CCC(=NNC(=O)c2cc(-c3ccc(Cl)cc3)n[nH]2)CC1 returned KCNQ2 block inactive, CHT inh inactive and Kir21 inh -0.08.
Screening O=C(Cc1ccc2cccnc2c1)c1ccc(O)cc1O returned KCNQ2 block inactive, CHT inh inactive and Kir21 inh -1.1.
COc1ccc(CN(C)C(C)C(=O)Nc2ccc(S(=O)(=O)N3CCOCC3)cc2)c(OC)c1 (stereo unspecified) was read as KCNQ2 block inactive, CHT inh inactive and Kir21 inh 1.1.
CCC(=O)Nc1ccc(C(=O)NCc2ccccn2)cc1 was read as KCNQ2 block inactive, CHT inh inactive and Kir21 inh 0.37.
For COc1cccc(C(=O)Nc2nnc(S(=O)(=O)N3CCOCC3)s2)c1 the results were KCNQ2 block inactive, CHT inh inactive and Kir21 inh 0.41.
`OCC1(CCCc2ccccc2)CCN(C2CCSCC2)CC1` gave KCNQ2 block inactive, CHT inh inactive and Kir21 inh -0.7.
CC(C)N1CCN(Cc2ccc(C#CCCO)cc2)CC1CCO (stereo unspecified) was read as KCNQ2 block inactive, CHT inh inactive and Kir21 inh 0.24.
For CCCCOCCCNS(=O)(=O)c1ccccc1 the results were KCNQ2 block inactive, CHT inh inactive and Kir21 inh -1.2.
For CCS(=O)(=O)n1nc(-c2ccc(Cl)cc2)nc1SC the results were KCNQ2 block inactive, CHT inh inactive and Kir21 inh -0.02.
Cc1ccc(NC(=O)COc2ccccc2C(=O)Nc2ccccc2)cc1Cl was read as KCNQ2 block inactive, CHT inh inactive and Kir21 inh -1.1.
For O=C(CN(c1ccc(F)cc1)S(=O)(=O)c1ccc2c(c1)OCCO2)NCc1ccccn1 the results were KCNQ2 block inactive, CHT inh inactive and Kir21 inh -2.
Cc1cc2ccccc2nc1SCC(=O)NC1CCCCC1 was read as KCNQ2 block inactive, CHT inh inactive and Kir21 inh 0.02.

Compound activity as filed in PubChem BioAssay.
